KCNK3 inh – human KCNK3 channel inhibition, primary screen; 340,000 tested, 0.84% active; B-score at 10 µM; O14649; AID 602410; CHO-KCNK3 thallium flux, FluxOR fluorescence; hits give low values;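 active = B-score under library mean minus 4 SD, starting fluorescence ratio at most library mean plus 5 SD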;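 note: more negative B-score means stronger inhibition of thallium flux through KCNK3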
Target sequence (O14649 whole entry, looked up): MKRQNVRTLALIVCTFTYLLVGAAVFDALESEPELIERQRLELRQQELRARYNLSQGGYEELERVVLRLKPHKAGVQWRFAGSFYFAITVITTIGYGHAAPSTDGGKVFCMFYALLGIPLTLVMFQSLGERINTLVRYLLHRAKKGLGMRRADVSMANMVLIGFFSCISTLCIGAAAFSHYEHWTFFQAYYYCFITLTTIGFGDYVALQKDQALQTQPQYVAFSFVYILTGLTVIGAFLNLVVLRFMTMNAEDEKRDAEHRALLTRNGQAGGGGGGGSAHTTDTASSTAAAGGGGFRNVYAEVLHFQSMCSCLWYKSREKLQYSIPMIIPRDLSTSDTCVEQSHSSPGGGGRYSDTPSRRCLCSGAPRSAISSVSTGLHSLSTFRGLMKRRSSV
RGS4 inh – human RGS4 inhibition; P49798; HEK293 M3R/RGS4 inducible, Fluo-4 calcium flux; hits give high values; triggered by carbachol at its EC20; B-score at 10 µM; 310,000 tested, 0.45% active;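 active = B-score, a plate-corrected calcium signal, over three deviations above library mean, with baseline fluorescence within five deviations of library mean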;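 note: RGS4 expression induced by doxycycline in cells with stable M3 receptor; B-score is computed from the integrated fluorescence ratio over baseline after carbachol; higher B-score means a larger calcium signal and so more RGS4 inhibition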
Target sequence (P49798 whole entry, looked up): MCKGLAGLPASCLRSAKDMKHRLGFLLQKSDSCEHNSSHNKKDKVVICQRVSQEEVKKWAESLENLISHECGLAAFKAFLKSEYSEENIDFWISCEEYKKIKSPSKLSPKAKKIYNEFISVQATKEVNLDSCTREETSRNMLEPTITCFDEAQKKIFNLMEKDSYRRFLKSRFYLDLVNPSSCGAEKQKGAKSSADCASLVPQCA
MrgX1 agonist – agonists of human MrgX1 receptor; MrgX1-HEK293 cells, Fluo-4 calcium fluorescence, agonist mode; hits give high values; B-score at 10 µM; 310,000 tested, 0.44% active; AID 588627;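 active = calcium response B-score plate-corrected fluorescence ratio at least 3 library SD, with starting fluorescence B-score inside 5 SD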
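Material: MrgX1-expressing HEK293 cells / Dosing: compound as first of three additions / Incubation: overnight seeding, then 1 h dark dye loading / Signal: Fluo-4 NW calcium fluorescence / Evaluation: B-scored fluorescence response ratio / Benchmarks: positive and negative control wells on each plate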
RGS4 pot – RGS4 potentiation or activation; HEK293 M3R/inducible RGS4, carbachol calcium flux Fluo4; hits give low values; B-score at 10 µM; 310,000 tested, 0.92% active;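 active = B-score of the integrated calcium signal more than 4 SD below the library mean, with starting fluorescence not abnormally high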;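 note: negative B-score means reduced calcium response which marks RGS4 activation or potentiation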
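Test system: HEK293 cells with stable M3R and inducible RGS4; also added: carbachol at ECmax as muscarinic agonist stimulus; schedule: dye loading 30 min 37 °C, buffer rest 30 min RT; technique: kinetic calcium fluorescence imaging with Fluo4-AM dye, 2 µM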
KCNQ1 block – inhibitors of human KCNQ1 potassium channel; 310,000 tested, 1.3% active; CHO-K1 KCNQ1, FluxOR thallium flux fluorescence; hits give high values; B-score at 10 µM; AID 2642; P51787;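 active = compounds whose thallium flux B-score, printed positive for inhibition, exceeds three library SD while starting fluorescence stays within three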;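 note: channel opened by potassium depolarization with thallium stimulus after 20 min compound exposure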
KCNK9 inh – human KCNK9 channel inhibition. 310,000 tested, 1.2% active. HEK293 KCNK9, FluxOR thallium flux fluorescence; hits give low values. B-score at 10 µM. Q9NPC2. AID 488922;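 active = ratio B-score over 3 SD below the library mean, with starting fluorescence within 5 SD of its mean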;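 note: negative B-score means less thallium flux so channel inhibition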
Target sequence (Q9NPC2 whole entry, looked up): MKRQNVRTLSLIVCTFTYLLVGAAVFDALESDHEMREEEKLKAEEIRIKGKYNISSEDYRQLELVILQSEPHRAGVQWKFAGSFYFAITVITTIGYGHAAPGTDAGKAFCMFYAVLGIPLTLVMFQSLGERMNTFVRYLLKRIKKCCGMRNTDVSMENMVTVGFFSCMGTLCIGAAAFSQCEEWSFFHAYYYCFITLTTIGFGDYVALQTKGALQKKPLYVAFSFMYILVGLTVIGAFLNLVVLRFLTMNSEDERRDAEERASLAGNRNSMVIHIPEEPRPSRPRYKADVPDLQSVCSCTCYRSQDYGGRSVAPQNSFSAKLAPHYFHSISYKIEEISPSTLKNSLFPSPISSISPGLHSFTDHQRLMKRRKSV
ANO1 block – blocks the mouse calcium-activated chloride channel TMEM16A; Q8BHY3; HEK293 TMEM16A/YFP iodide influx fluorescence, ionomycin; normalized B-score (activity score, 25-100; higher = stronger inhibition) at 10 µM; 310,000 tested, 1.2% active;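 active = ratio plate-corrected score three or more library SD toward inhibition, starting fluorescence score within five deviations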;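 note: score derived from kinetic fluorescence span divided by baseline fluorescence per well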
TMEM16A act – mouse TMEM16A channel activation, primary screen; Q8BHY3; HEK293 TMEM16A/YFP-H148Q/I152L, iodide quench fluorescence; hits give low values; B-score at 10 µM; 340,000 tested, 0.3% active; AID 623877;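 active = fluorescence-ratio B-score plate-corrected deviation score at least 3 library SD below zero, with starting fluorescence score within 5 deviations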;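 note: channel opened by trigger with iodide after compound preincubation; score built on the fluorescence ratio of max minus min over baseline; more negative score means more quench and so TMEM16A activation or potentiation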
hERG rescue – compounds protecting human hERG from proarrhythmic drug block | CHO-hERG, FluxOR thallium flux, dofetilide IC70 present | activation (rescue from dofetilide block), less the hit threshold, % at 10 µM | Q12809 | 310,000 tested, 0.51% active;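 active = activation above the mean of controls blocked by dofetilide plus 5 SD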;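 note: thallium influx through hERG after potassium depolarization seen as dye fluorescence rise; in these data hits start at about 4.7%; inactives centre near -7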
KCNQ1 pot – human KCNQ1 channel potentiation or activation. P51787. CHO-K1 KCNQ1, thallium flux FluxOR fluorescence; hits give high values. B-score at 10 µM. 310,000 tested, 0.35% active. AID 2648;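 active = fluorescence ratio B-score, a plate-corrected score, at least three library SD, with initial intensity B-score within 5 SD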
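Assay system: CHO-K1 cells stably expressing KCNQ1. Medium: assay buffer for compound exposure, DMSO matched across wells. Timing: 37 °C overnight plating, 90-min dark dye load, 20-min compound pretreatment. Signal: kinetic FluxOR fluorescence, 10 s baseline plus 110 s post-stimulus.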
MrgX1 allo act – allosterically activates human MrgX1 receptor signaling | Q96LB2 | MrgX1-HEK293, Fluo-4 calcium flux, FDSS; hits give high values | B-score at 10 µM | 310,000 tested, 0.63% active | AID 588675;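 active = plate-corrected calcium response at least 3 library SD above typical, normal starting fluorescence, not activating the receptor alone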;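 note: compound read alongside a low EC10 to EC30 dose of BAM8-22 agonist; peak minus trough fluorescence over baseline measured at the second addition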
Active calls of the source: *; i = inactive; . = no result given.

Under each structure: KCNK3 inh, RGS4 inh, MrgX1 agonist, RGS4 pot, KCNQ1 block, KCNK9 inh, ANO1 block, TMEM16A act, hERG rescue, KCNQ1 pot, MrgX1 allo act
O=C(CC(=O)N/N=C/c1c(F)cccc1Cl)NCc1ccccc1
  ., i, i, i, i, i, i, ., -12, i, i
CC(C)CC(=O)NC(=S)Nc1ccccc1F
  i, i, i, i, i, i, i, i, -13, i, i
CCOC(=O)/C(N=Nc1ccc(Cl)cc1)=C(/O)c1ccc([N+](=O)[O-])cc1
  i, i, i, i, i, i, i, i, -2, i, i
CCOc1ccc(/C(O)=C2\C(=O)C(=O)N(CCN(C)C)C2c2cccc(OC)c2OC)cc1Cl (centres undefined)
  i, i, i, i, i, i, i, i, -5, i, i
O=C(Nc1ccc(Cl)cc1)c1cc2nc(C3CC3)cc(C(F)(F)F)n2n1
  i, i, i, i, i, i, i, i, -15, i, i
Cc1[nH]oc(=O)c1N=Nc1ccc2[nH]c(=O)[nH]c2c1
  i, i, i, i, i, i, i, i, -1, i, i
CCOC(=O)C(O)(CC(=O)Nc1cc(F)ccc1C)C(F)(F)F (centres undefined)
  i, i, i, i, i, i, i, i, -10, i, i
CN(C)c1ccc(N2[C@@H](CC(=O)O)c3cc(C(F)(F)F)ccc3S2(=O)=O)cc1
  i, i, i, i, i, i, i, i, -5, i, i
CCn1c(C)cc(O)c(C(=O)Nc2cccc(Cl)c2)c1=O
  i, i, i, i, i, i, i, i, -8, i, i
Cc1cc(C)cc(NC(=O)CCC(=O)Nc2cc(C)on2)c1
  i, i, i, i, i, i, i, i, -2, i, i
O=C1CCCC/C1=N\Nc1ccc(C2CCCCC2)cc1
  ., i, i, i, i, i, i, ., -3, i, i
O=C(/C=C/c1cccs1)N1CCN(Cc2ccc3c(c2)OCO3)CC1
  i, i, i, i, i, i, i, i, -5, i, i
Cc1ccc(OCC(=O)NNC(=O)CSc2nnc(-c3ccc(C)cc3)n2C)cc1
  i, i, i, i, i, i, i, i, -9, i, i
CN(Cc1cn(-c2ccccc2)nc1-c1ccc2c(c1)OCO2)Cc1nccn1C
  i, i, i, i, i, i, i, i, -12, i, i
CCO[C@@H]1OC(C(=O)NCc2nc3ccccc3[nH]2)=C[C@H](c2ccc(C(F)(F)F)cc2)[C@H]1CCCO
  i, i, i, i, i, i, i, i, -8, i, i
CCN(C(=O)CSc1ncccc1C(=O)Oc1cccc([N+](=O)[O-])c1)c1cccc(C)c1
  i, i, i, i, i, -19*, i, i, -8, i, i
Cc1ccc(NC(=O)CSCC(=O)Nc2cc(Cl)ccc2N2CCN(C)CC2)cc1
  i, i, i, i, i, i, i, i, -10, i, i
C[C@H]1COc2c(C3(N)CC3)c(F)cc3c(=O)c(C(=O)O)cn1c23
  ., i, i, i, i, i, i, ., -2, i, i
CC1(C)C/C(=N\NC(=S)Nc2ccccc2F)c2cc(O)ccc2O1
  i, i, i, i, i, i, i, i, -11, i, i
O=C(Cn1cnc2c(cnn2-c2ccc(F)cc2)c1=O)N1CCN(c2ccccc2)CC1
  i, i, ., i, i, i, ., i, -7, i, .
CCC(C)C(NC(=O)C1CCC(=O)N1C(=O)OCc1ccccc1)C(=O)NC(Cc1ccccc1)C(N)=O (centres undefined)
  i, i, i, i, i, i, i, i, -2, i, i
O=[N+]([O-])c1cccc(OCC(O)CN2CCN(S(=O)(=O)c3cc(Cl)ccc3Cl)CC2)c1 (centres undefined)
  i, i, i, i, i, i, i, i, -4, i, i
COc1ccc(NC(=O)COC(=O)CCc2cc(OC)c(OC)c(OC)c2)c([N+](=O)[O-])c1
  i, i, i, i, i, i, i, i, -5, i, i
CSCCC(C(=O)N1CC2(C)CC1CC(C)(C)C2)N1C(=O)c2ccccc2C1=O (centres undefined)
  i, i, i, i, i, i, i, i, -15, i, i
CC(=O)c1ccc(C(=O)N2CCCC(CNC(=O)c3ccccc3Cl)C2)cc1 (centres undefined)
  i, i, i, i, i, i, i, i, -12, i, i
CCN1CCN(c2oc(-c3ccco3)nc2C#N)CC1
  i, i, i, i, i, i, i, i, -11, i, i
CCCOc1ccccc1/C=C1\SC(N)=NC1=O
  i, i, i, i, i, i, i, i, -3, i, i
CCOC(=O)CSC1=C(C#N)C(c2ccc(C)o2)CC(=O)N1 (centres undefined)
  i, i, i, i, i, i, i, i, -3, i, i
COc1cccc(CNC(=O)CCC2CCCN(c3cc(C)nc(N(C)C)n3)C2)c1 (centres undefined)
  i, i, i, -11*, i, i, i, i, 2, i, i
COc1ccc(CCN2C(=O)CS/C2=N/NC(=O)c2ccccc2F)cc1OC
  i, i, i, i, i, i, i, i, -4, i, i

(cont.)
Under each structure: KCNK3 inh, RGS4 inh, MrgX1 agonist, RGS4 pot, KCNQ1 block, KCNK9 inh, ANO1 block, TMEM16A act, hERG rescue, KCNQ1 pot, MrgX1 allo act
Cc1ccc(-c2onc(C)c2C)cc1S(=O)(=O)N1CCOc2ccccc21
  -9.8*, i, i, -8.1*, i, i, 100*, i, -11, i, i
CC(Sc1nc2cc([N+](=O)[O-])ccc2n1-c1ccc(F)cc1)C(=O)NCc1ccc2c(c1)OCO2 (centres undefined)
  i, i, i, i, i, i, i, i, -13, i, i
COc1ccc(C(=O)OCCc2sc[n+](CC(=O)c3ccccc3)c2C)cc1
  i, i, i, -11*, i, i, i, i, -8, i, i
O=C(/C=C/c1ccc(-c2ccccc2)cc1)NCc1cccnc1
  i, i, i, i, i, i, i, i, -12, i, i
CCn1ccnc1C(O)c1cccc(OC)c1OC (centres undefined)
  i, i, i, i, i, i, i, i, -7, i, i
CC(=O)N1CCN(c2ccc([N+](=O)[O-])cc2C#N)CC1
  i, i, i, i, i, i, i, i, -5, i, i
COc1ccc(CNCc2cccc(Cl)c2)cc1
  i, i, i, i, i, i, i, i, -4, i, i
C=CCN(C(=O)CNC(=O)c1ccco1)C(C(=O)NC1CCCCC1)c1ccc(F)cc1 (centres undefined)
  i, i, i, i, i, i, i, i, 0, i, i
CC(C)Sc1nc2c(c(=O)[nH]c(=O)n2C)n1C
  i, i, i, i, i, i, i, i, -9, i, i
COC(=O)c1ccc(COc2cccc3c2OC(C)(C)C3)cc1
  i, i, i, i, i, i, i, i, -7, i, i
CCCCNC(=O)CCCn1c(=O)c2ccccc2n(CC(=O)NCCC2=CCCCC2)c1=O
  i, i, ., i, i, i, ., i, -5, i, .
CCCCN1CCNC1=S
  i, i, i, i, i, i, i, i, -8, i, i
Cc1ccc(-c2nnc(Nc3ccc(CC(N)=O)cc3)c3ccccc23)cc1
  i, i, i, i, i, i, i, i, -6, i, i
CCOc1ccc(Cl)cc1S(=O)(=O)N1CCC(C(=O)N2CCCC2)CC1
  i, i, i, i, i, i, i, i, -9, i, i
CCCn1c(=N)n(CC(O)c2ccco2)c2ccccc21 (centres undefined)
  i, i, i, i, i, i, i, i, 1, i, i
N/C(=N\OS(=O)(=O)c1ccc(Cl)cc1)c1ccncc1
  i, i, i, i, i, i, i, i, -3, i, i
CCn1ccnc1CN1CCCCC1C(=O)Nc1ccc(Oc2cccnc2)cc1 (centres undefined)
  i, i, i, i, i, i, i, i, -10, i, i
CCC1Oc2ccc(C)cc2N(CC(=O)N(Cc2cccnc2)Cc2cccc(F)c2)C1=O (centres undefined)
  i, i, i, i, i, i, 100*, i, -12, i, i
COCCCNC(=O)c1ccc2c(c1)ncn2-c1ccccc1OC
  i, ., i, ., ., ., i, i, ., ., i
CCOC(=O)C(=CNc1nc(-c2ccc3ccccc3c2)cs1)C(=O)OCC
  i, i, i, i, i, i, i, i, -8, i, i
CNC(=O)CC1C(=O)N(C)C(=S)N1NC(=O)c1ccc(Cl)cc1 (centres undefined)
  i, i, i, i, i, i, i, i, 2, i, i
CCn1cc(S(=O)(=O)c2ccc(C)cc2)[nH]c1=O
  i, i, i, i, i, i, i, i, -8, i, i
O=C(NCC1CCCCC1)c1cccc(S(=O)(=O)NCc2cccnc2)c1
  i, i, i, i, i, i, i, i, -11, i, i
Oc1c(/C=C/C=C/C=Nc2ccccc2)sc(=S)n1Cc1ccccc1
  i, i, i, i, i, i, i, i, -8, i, i
O=C(NCCc1ccc(Cl)cc1)c1ccc(CS(=O)Cc2ccc(Cl)cc2)o1 (centres undefined)
  i, i, i, i, i, i, i, i, -10, i, i
Cc1ccc(N/C(N)=N/c2nc(C)cc(C)n2)cc1
  i, i, 124*, i, i, i, i, i, -7, i, i
Cn1c(=O)c2c(ncn2CC(=O)N2CCN(c3ccccc3)CC2)n(C)c1=O
  i, i, i, i, i, i, i, i, 3, i, i
COc1ccc(-n2nnnc2/C=C\Nc2ccccc2C(=O)c2ccccc2)cc1
  i, i, i, i, i, i, i, i, -13, i, i
Cc1ccc(Nc2nnc(SCC(=O)c3ccc(O)cc3O)s2)cc1
  i, i, i, i, i, i, i, i, -6, i, i
CCc1ccc(C2C(=O)c3ccccc3C2=O)cc1
  i, i, i, i, i, i, i, i, -5, i, i

(further entries)
Under each structure: KCNK3 inh, RGS4 inh, MrgX1 agonist, RGS4 pot, KCNQ1 block, KCNK9 inh, ANO1 block, TMEM16A act, hERG rescue, KCNQ1 pot, MrgX1 allo act
COc1cc(/C=N/NC(=O)c2ccc(CN3C(=O)c4cccc5cccc3c45)cc2)cc(OC)c1O
  i, i, i, i, i, i, i, i, -20, i, i
CN(C)S(=O)(=O)c1cccc(-c2nnc3n2CCCCC3)c1
  i, i, i, i, i, i, i, i, -14, i, i
CCCC12C(=O)C(C)(C(c3ccccc3)=C1c1ccccc1)C1C(=O)N(c3ccc(C)cc3)C(=O)C12 (centres undefined)
  i, i, i, i, i, i, i, i, -7, i, i
O=C(Nc1ccccc1C(F)(F)F)C1CCN(C(=O)c2cccs2)CC1
  i, i, i, i, i, i, i, i, -9, i, i
Cc1onc(-c2ccccc2)c1C(=O)OCCOc1ccccc1F
  i, i, i, i, i, i, i, i, -9, i, i

Random draw from the library. Share with any hit: about 6.3%.
